# Source: PubChem BioAssay (National Center for Advancing Translational Sciences (NCATS))
# D2 potentiator = positive allosteric modulators of human D2 dopamine receptor; potentiation, % at 10 µM; P14416; HEK293 T-REx D2, calcium flux, EC20 dopamine potentiation; 0.34% of 340,000 active; AID 485347;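 active = potentiation over 3 SD above the plate norm, cut at about 30% in these data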; note: 0% is about no effect
#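 Calcium flux readout, no-wash dye, 1 read/s. Inducible HEK293 Trex D2 line, overnight 30 C. Compound alone 180 s (agonist flags), then EC20 dopamine, another 180 s to score potentiation.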
# D2 ag = activates the human D2 dopamine receptor | 0.53% of 340,000 active | HEK293 T-REx D2 cells, calcium flux agonist mode | P14416 | activation, % at 2 µM;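 active = activation over 3 SD above normal in the single-dose calcium agonist read, cut at about 30% in these data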; note: 0% is about no effect
#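 Agonism scored from kinetic calcium signal (1 read/sec, 180 s) following compound pin transfer, after a 10 s baseline. Cells: HEK293 Trex line expressing inducible D2 receptor coupled to calcium, dye-loaded after overnight culture at 30 C.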
# D1 ag = agonists of human D1 dopamine receptor; AID 504660; HEK293 T-REx D1 cells, calcium flux, agonist mode; 1% of 360,000 active; activation, % at 2 µM; note: 0% is about no effect
#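 Inducible HEK293 T-REx D1 cells, force-coupled to calcium signalling, were plated at 4000 cells/well with tetracycline and held overnight at 30 C. After no-wash calcium dye loading, compound-evoked calcium rise over 180 s flagged agonists.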
# D1 PAM = potentiators of human D1 dopamine receptor | P21728 | HEK293 TREx D1 cells, calcium flux, dopamine EC20 potentiation | potentiation, % at 10 µM | 0.036% of 360,000 active; in the data active = potentiation above about 30%; note: 0% is about no effect
# TRHR PAM = TRH receptor (human) allosteric enhancement; enhancement, % at 2 µM; AID 493056; P34981; TRHR cells, fluo-8 calcium fluorescence, EC20 TRH enhancement; 0.66% of 360,000 active; in the data active = enhancement above about 30%; note: 0% is about no effect
#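 Enhancer read-out: after compound pinning and an initial kinetic agonist-mode read, an EC20 of TRH (10 nM final) was injected and fluo-8 calcium signal (Ex 480/Em 530) followed at 1 s/cycle for 100 cycles in TRHR-expressing cells.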
# D2 antagonist = D2 dopamine receptor (human) antagonism; HEK293 TREx D2 cells, calcium flux, dopamine EC80; inhibition, % at 10 µM; 2% of 340,000 active; in the data active = inhibition above about 30%; note: 0% is about no effect
#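 Cells plated overnight at 30 C with tetracycline; no-wash calcium dye, 30–90 min RT; 10 s baseline; compound pinned; 180 s read; EC80 dopamine added; another 180 s read.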
# RXFP1 antag = RXFP1 (human) relaxin receptor antagonism. HEK293-RXFP1, relaxin-stimulated cAMP HTRF, 30 min; hits give low values. activity change, negative = inhibition, % at 57.5 µM. Q9HBX9. 0.59% of 350,000 active;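 active = activity change of -60% or lower, but not beyond a set lower limit; inconclusive = change between -60% and -40%, or beyond the set limit; inactive = change above -40%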; note: % is set by controls: 0 for no effect and ±100 for the full control effect
# Target sequence (Q9HBX9 whole entry, looked up): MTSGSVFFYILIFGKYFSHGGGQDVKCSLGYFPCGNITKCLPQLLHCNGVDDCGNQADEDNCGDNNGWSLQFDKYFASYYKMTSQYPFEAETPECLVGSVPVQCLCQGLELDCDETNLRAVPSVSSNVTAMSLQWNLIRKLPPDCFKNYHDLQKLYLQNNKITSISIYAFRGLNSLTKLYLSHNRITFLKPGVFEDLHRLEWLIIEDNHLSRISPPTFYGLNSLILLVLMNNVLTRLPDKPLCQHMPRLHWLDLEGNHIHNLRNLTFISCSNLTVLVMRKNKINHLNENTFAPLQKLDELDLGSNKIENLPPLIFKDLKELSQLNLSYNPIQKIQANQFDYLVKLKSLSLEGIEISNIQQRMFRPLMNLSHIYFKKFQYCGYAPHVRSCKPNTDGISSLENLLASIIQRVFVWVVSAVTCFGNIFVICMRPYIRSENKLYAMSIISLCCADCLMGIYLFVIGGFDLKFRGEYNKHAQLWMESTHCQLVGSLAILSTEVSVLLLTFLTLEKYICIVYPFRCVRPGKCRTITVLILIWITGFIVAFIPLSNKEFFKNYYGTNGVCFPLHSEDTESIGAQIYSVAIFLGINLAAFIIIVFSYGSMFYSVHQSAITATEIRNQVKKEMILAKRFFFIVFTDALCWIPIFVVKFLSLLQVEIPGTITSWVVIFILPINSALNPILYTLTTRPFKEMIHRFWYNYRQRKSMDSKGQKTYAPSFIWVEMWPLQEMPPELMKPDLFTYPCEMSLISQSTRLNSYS
# TRHR agonist = agonists of human TRH receptor | P34981 | TRHR cells, calcium flux fluo-8, FDSS agonist mode | activation, % at 2 µM | 0.18% of 360,000 active | AID 493084; note: 0% is about no effect
#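 TRHR-expressing cells loaded with fluo-8 calcium dye; 23 nL library compound pin-transferred, kinetic FDSS fluorescence (Ex 480/Em 530) recorded about 180 s for agonist-induced calcium release, before a 10 nM TRH EC20 addition for potentiator mode.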
# D1 antagonist = human D1 dopamine receptor antagonism; AID 504652; activity change, negative = inhibition, % at 10 µM; HEK293 TREx D1 cells, calcium flux, dopamine EC80; hits give low values; 3.2% of 360,000 active; P21728; in the data active = activity change below about -30%; note: % is set by controls: 0 for no effect and ±100 for the full control effect
#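 Using tetracycline-induced force-coupled D1 Hek293 cells and a calcium dye, signals were followed for 180 s after compound, then for 180 s after EC80 dopamine, to detect inhibitors.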
# Active calls of the source: *; u = inconclusive; x = no result given; & = joins results of further samples. Cut-off read from the data, not from the text of the source, unless noted: active = activation above about 30%; inactive = the rest. The order is random. About 7.3% of those tested had a hit in this group.
SMILES,D2 potentiator,D2 ag,D1 ag,D1 PAM,TRHR PAM,D2 antagonist,RXFP1 antag,TRHR agonist,D1 antagonist
COc1ccc(-c2cc(C3CCN(c4cc(Cl)nc(N)n4)CC3)[nH]n2)cc1,2,-0.1,17,-1,-6,-9,6,0.8,2
Cn1cnc([N+](=O)[O-])c1SCC(O)CN1CCCCC1 (stereo unspecified),-3,0.4,4,-7,-4,-25,7,1.0,13
CCCCn1c(N)c(N(CC(C)C)C(=O)COC(=O)Cc2c(C)nc3ccccc3c2C)c(=O)[nH]c1=O,10,0.2,2,4,1,-7,-15,0.0,2
CCN(CC)S(=O)(=O)c1ccc(NS(=O)(=O)c2ccc(O)c([N+](=O)[O-])c2)cc1,-5,1.0,0,2,3,-7,3,0.6,-3
COc1cccc2cc(CC(=O)c3cc(C)ccc3C)c(=O)oc12,0,-0.4,1,-5,1,12,9,-0.3,5
CCc1ccc2oc(C(=O)NCc3ccc(S(N)(=O)=O)cc3)c(C)c2c1,-1,0.2,1,3,-8,3,-120*,0.3,4
COc1ccc(Cl)cc1NC(=O)CSc1nc(C)cc(C)n1,4,-0.4,2,1,-5,-4,20,0.4,-3
CNCCCOc1ccc(C(C)(C)c2ccccc2)cc1,x,x,53*,4,15,x,x,6.9,7
COc1ccc(C2=Nn3c(nc4sc(C(=O)Nc5cccc(C)c5)c(C)c4c3=O)SC2)cc1,3,-1.3,1,-2,4,x,-4,-0.4,-1
COc1cccc(NC(=O)c2nnn(Cc3ccc(OC)c(Br)c3)c2N)c1,9,0.1,5,-2,0,x,x,0.3,-73*
COC(=O)CCC(=O)OC1(C)C(=O)C=C2C=C(C3CC3)N(Cc3ccc(OC)cc3)C=C2C1=O (stereo unspecified),16,-0.1,3,10,6,10,x,-0.6,-5
O=CN1CCN(C(=S)NC(=O)c2ccc(Cl)cc2)CC1,-10,0.7,0,2,39*,11,5,-0.1,1
Cc1csc2nc(-c3ccc(NS(=O)(=O)c4cccc(F)c4)cc3)cn12,8,0.5,0,2,-1,x,x,0.2,-24
CCCCCCOc1ccc(N2C(=O)CC(NCCc3ccc(S(N)(=O)=O)cc3)C2=O)cc1 (stereo unspecified),-14,-0.4,-1,-2,-1,14,3,-0.5,2
CC(C)(C)S(=O)(=O)/C(C#N)=N/Nc1ccc(S(N)(=O)=O)cc1,-3,0.4,5,-1,-2,-10,-10,-0.2,-7
COc1ccccc1-n1c(-c2cccnc2)n[nH]c1=S,-4,0.1,2,-4,1,5,-6,0.0,-8
CN(C)c1ccc(CN2CCc3nc(N4CCN(c5ccccn5)CC4)ncc3C2)cc1,-14,x,-1,0,-2,x,-63*,-0.8,-6
CN(CC(=O)Nc1ccccc1Br)C(=O)COc1ccc2ccccc2c1,8,0.0,16,x,-2,-6,2,0.1,3
COc1ccc(NC(=O)C2CCCN(S(=O)(=O)c3c(C)[nH]c(=O)[nH]c3=O)C2)cc1Cl (stereo unspecified),0&-1,1.6&0.4,1&0,-3&-1,11&-1,3,-1,0.2&0.7,-5&-3
COc1cc2c(cc1NC(=O)C1CCCO1)oc1ccccc12 (stereo unspecified),4,-0.6,1,-3,-6,-5,-17,0.1,-3
CCOC(=O)c1cc2oc(C)cc2n1CC(=O)OC1CCCCC1,9,0.9,3,-1,-5,16,15,0.1,-8
COc1cc(/C=N/NC(=O)c2ccccn2)ccc1OC(=O)c1cccs1,2,0.1,2,-6,-4,12,u,-1.0,4
Cc1cccc(N2CCN(C(=O)C3CC(=O)N(c4ccc5c(c4)OCCO5)C3)CC2C)c1 (stereo unspecified),x,x,2,0,3,x,-14,0.0,9
OC(COc1ccc(OCc2ccccc2)cc1)CN1CCCCC1 (stereo unspecified),3,1.6,17,-7,-1,16,7,0.9,7
O=C(NCCCn1ccnc1)C(=O)NCC(c1cccnc1)N1CCN(c2ccc(F)cc2)CC1 (stereo unspecified),8,-2.2,0,0,5,18,-9,-0.8,-17
Cc1ccc(C(C)C)cc1C(=O)CC1(O)C(=O)N(C)c2ccccc21 (stereo unspecified),10,0.5,2,3,10,3,-14,-0.2,1
Cc1cc(F)ccc1S(=O)(=O)N1CCCOC1CNC(=O)C(=O)NCCc1c[nH]c2ccccc12 (stereo unspecified),-5,11,2,-2,-2,-4,-17,0.4,2
O=C(Cc1cccs1)NNC(=S)NC(=O)c1ccccc1,-28,0.0,2,-7,1,5,-3,-1.1,7
CCn1cc(C(=O)NCc2ccc3c(c2)OCO3)c2cc(OC)c(OC)cc2c1=O,-8,-1.0,0,-5,-2,-10,2,-0.7,-41*
CSc1sc(C(=O)NC(=O)NCc2ccncc2)c(C)c1-c1ccon1,-3,-1.3,3,-5,0,0,-17,-0.6,-11
CCCC(=O)NC(=S)Nc1ccccc1C(=O)OC,-2,0.3,1,-3,-3,10,8,-0.3,-6
CSc1nnc(C)c(=O)n1COC(=O)c1ccc(S(=O)(=O)N2CCCC2)cc1,24,-1.9,4,0,-2,-23,-16,-1.1,-8
O=C1NC2(CCCCC2)C(=O)N1c1ccccc1,-9,-0.3,3,-5,-5,-4,4,0.5,0
CCOC(=O)c1cc(-c2ccc(OC)cc2)nc2c1c(C)nn2CCC(N)=S,0,0.4,1,-8,-7,-9,4,-0.4,18
C=CCn1c(SCC(=O)Nc2ccccc2-c2ccccc2)nc2cc(C(=O)O)ccc2c1=O,-2,2.2,3,-1,-11,8,3,0.0,5
COCC(=O)Nc1ccc(S(=O)(=O)Nc2nccs2)cc1,8,-1.3,2,-2,-4,-23,6,-0.3,2
CCOc1ccc(C2CC(=O)Nc3c2c(=O)nc(SCc2ccccc2C)n3C)cc1OC (stereo unspecified),-9,2.5,-1,-1,-12,x,-2,-0.8,-6
CN(C)n1cnc2ccsc2c1=O,8,0.6,4,-4,-7,-6,12,0.3,-2
Cc1ccc(C(=O)N2CCN(c3ccc(C(F)(F)F)cn3)CC2)c(C)c1,1,0.4,9,-6,2,3,-13,0.9,-2
CC(=O)Oc1cccc(Nc2ncnc3ccccc23)c1,2,-2.5,5,-1,-9,-2,3,-0.1,-2
CC1=C(C(=O)OC(C)C)C(C)C(C(=O)OC(C)C)=C(C)N1,-5,0.6,2,-4,-3,-2,4,-0.6,-18
COc1ccc(/C=N/NC(=O)c2nn(-c3ccc(Cl)cc3)c(=O)c3c(N)scc23)cc1,7,0.3,2,0,-2,9,-18,0.0,-18
Cc1ccccc1NC(=O)Cc1nnc(SCC(=O)NC2=NCCS2)n1C,0,0.4,3,-1,4,-1,4,-1.1,3
OCCC1CN(C2CCC2)CCN1Cc1ccc(F)c(F)c1 (stereo unspecified),1,0.0,2,-2,-5,18,20,-0.7,-4
CC(C)c1ccc(N2C(=O)C(Cl)=C(N3CCOCC3)C2=O)cc1,-8,-0.7,2,-4,-5,-2,5,0.2,11
O=C(O)c1ccc(CNC(=O)c2ccccc2NC(=O)c2ccc([N+](=O)[O-])cc2)cc1,-4,0.3,-3,11,-4,-8,2,-0.3,6
CCCS(=O)(=O)N1CCCC(C(=O)NCCCN2CCCC2=O)C1 (stereo unspecified),-5,-0.4,1,3,-1,7,4,0.3,1
Cc1cc(C)nc(/N=C(\N)Nc2cc([N+](=O)[O-])ccc2C)n1,-10,0.1,6,-3,-3,15,5,11,-25
O=C(C1=C[C@H](C2CC2)C[C@H](OCCCCO)O1)N1CCN(Cc2ccccc2)CC1,-4,0.1,-4,-1,-1,-5,x,-0.2,9
CCC1CCCCN1C(=O)N[C@@H](CCSC)C(=O)OC (stereo partly specified),-5,0.2,2,-3,-3,37*,3,-0.1,1
O=C(CSc1nnc(CNC(=O)c2ccccc2F)o1)NCC1CCCO1 (stereo unspecified),4,-0.5,5,-7,11,-13,10,-0.5,8
O=C(NNS(=O)(=O)c1ccc(F)cc1)c1ccccc1O,11,-3.9,4,-9,-8,-4,-2,-0.6,-8
CCOC(=O)CC(NC(=O)Cn1nnc(-c2ccc(C(F)(F)F)cc2)n1)c1ccc(C)cc1 (stereo unspecified),-4,0.6,7,-4,1,x,x,5.4,-2
NC(=O)NC(=O)C(OC(=O)CCNS(=O)(=O)c1ccccc1)c1ccccc1 (stereo unspecified),18,-0.1,-1,-2,-10,13,12,-1.1,-53*
O=C(NCc1ccccc1Cl)C1CCCN(S(=O)(=O)c2cnc[nH]2)C1 (stereo unspecified),-7,0.0,3,x,-8,3,x,0.3,-44*
CC(=O)N1CCN(Cc2nc3cc(Cl)ccc3c(=O)[nH]2)CC1,2,1.2,3,-4,-2,-9,-15,0.8,-6
COc1cccc(-n2cc(CNC(=O)C3CCC(=O)N(C4CC4)C3)cn2)c1 (stereo unspecified),2,-0.3,2,-10,2,19,2,0.1,36
CC1=C(C)CC(C(=O)NNC(=O)c2ccccc2)C(C(=O)O)C1 (stereo unspecified),-2,-0.4,2,2,-2,-11,7,0.3,0
O=C(NNC(=O)c1cc2ccccc2o1)c1ccc(F)cc1,-3,-1.3,0,-12,-1,8,-1,0.3,-4
O=C(Nc1ccccc1N1CCOCC1)C1=NN(c2ccccc2)C(=O)CC1,6,-0.3,1,2,1,-13,-37,-0.2,-12
COc1cc(NC(=S)NCCN2CCOCC2)cc(OC)c1,8,0.3,3,-4,7,-11,-3,0.6,-11
COc1ccc(CNC(=O)CCc2nnc3ccc(N4CCC5(CC4)OCCO5)nn23)cc1,-2,-2.5,6,4,-1,14,14,0.5,3
